Screens: PubChem, Center for Chemical Genomics, University of Michigan
Dicer inh: inhibitors of human Dicer processing of pre-microRNA. Q9UPY3. AID 1347074. 47,000 compounds, 6% hits. z-score at 25 µM. cat-ELCCA pre-miR-21 Dicer processing, chemiluminescence; active compounds read high; in the data active = z-score above about 3, passing the limit was not always enough;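 note: plate controls were vehicle for no effect and no enzyme for full effect; higher signal means more uncleaved substrate so more Dicer inhibition; strong numbers were not always called active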
Target sequence (Q9UPY3 whole entry, looked up): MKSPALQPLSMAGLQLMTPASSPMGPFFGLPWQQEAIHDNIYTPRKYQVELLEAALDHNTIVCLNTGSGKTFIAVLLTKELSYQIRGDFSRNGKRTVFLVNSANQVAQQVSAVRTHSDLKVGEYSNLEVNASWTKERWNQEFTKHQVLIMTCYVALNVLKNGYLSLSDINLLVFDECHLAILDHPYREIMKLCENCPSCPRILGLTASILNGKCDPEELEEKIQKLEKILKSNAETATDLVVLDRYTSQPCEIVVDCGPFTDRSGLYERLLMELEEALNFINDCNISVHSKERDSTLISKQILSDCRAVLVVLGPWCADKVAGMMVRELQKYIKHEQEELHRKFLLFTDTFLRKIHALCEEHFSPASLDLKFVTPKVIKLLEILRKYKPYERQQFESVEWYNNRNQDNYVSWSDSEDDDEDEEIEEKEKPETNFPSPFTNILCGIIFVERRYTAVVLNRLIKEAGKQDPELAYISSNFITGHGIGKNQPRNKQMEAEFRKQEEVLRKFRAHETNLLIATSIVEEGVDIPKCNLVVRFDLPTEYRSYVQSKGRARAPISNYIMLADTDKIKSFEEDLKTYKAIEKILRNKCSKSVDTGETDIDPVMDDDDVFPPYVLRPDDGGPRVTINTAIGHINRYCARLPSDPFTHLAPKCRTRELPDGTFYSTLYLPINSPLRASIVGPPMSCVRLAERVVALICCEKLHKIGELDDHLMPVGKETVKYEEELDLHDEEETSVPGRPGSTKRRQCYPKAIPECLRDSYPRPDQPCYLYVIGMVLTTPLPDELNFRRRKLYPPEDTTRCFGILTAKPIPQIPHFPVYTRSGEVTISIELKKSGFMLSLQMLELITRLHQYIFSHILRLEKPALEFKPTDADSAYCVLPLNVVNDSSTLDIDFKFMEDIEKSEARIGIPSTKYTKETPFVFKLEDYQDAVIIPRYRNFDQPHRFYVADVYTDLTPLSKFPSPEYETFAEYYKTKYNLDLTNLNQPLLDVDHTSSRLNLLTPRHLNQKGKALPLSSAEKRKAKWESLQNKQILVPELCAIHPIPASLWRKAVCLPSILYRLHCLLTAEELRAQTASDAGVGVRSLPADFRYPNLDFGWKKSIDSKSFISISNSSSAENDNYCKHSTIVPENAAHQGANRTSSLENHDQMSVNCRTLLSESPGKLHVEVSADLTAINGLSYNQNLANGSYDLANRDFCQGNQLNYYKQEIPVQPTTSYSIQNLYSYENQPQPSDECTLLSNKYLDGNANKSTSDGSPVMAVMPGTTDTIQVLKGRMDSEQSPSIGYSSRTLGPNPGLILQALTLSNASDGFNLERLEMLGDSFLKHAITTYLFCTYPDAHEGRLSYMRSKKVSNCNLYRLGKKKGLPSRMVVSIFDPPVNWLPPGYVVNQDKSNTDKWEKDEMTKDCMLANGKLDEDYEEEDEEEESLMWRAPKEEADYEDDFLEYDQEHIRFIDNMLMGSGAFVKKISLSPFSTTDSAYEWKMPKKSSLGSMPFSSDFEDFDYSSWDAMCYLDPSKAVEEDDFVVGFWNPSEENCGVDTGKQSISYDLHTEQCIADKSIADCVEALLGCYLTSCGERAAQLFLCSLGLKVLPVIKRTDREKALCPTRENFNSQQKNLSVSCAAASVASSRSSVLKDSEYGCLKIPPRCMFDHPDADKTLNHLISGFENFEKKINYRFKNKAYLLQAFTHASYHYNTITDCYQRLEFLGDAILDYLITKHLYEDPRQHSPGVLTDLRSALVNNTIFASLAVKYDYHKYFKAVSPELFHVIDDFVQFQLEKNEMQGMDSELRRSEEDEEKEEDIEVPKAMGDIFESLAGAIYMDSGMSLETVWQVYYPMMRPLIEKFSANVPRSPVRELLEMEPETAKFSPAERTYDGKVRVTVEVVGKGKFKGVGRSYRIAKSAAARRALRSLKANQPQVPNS
* marks the source's active call; other numbers are inactive results.

A first look (three entries):
SMILES	Dicer inh
CC1=CC(C)(C)NC(=S)N1c1ccc(Cl)cc1	-1.1
COc1cc(OC)c(NC(=O)C(Sc2ccccc2N)c2ccccc2)cc1Cl (stereo not drawn)	0.24
CCOC(=O)c1c(N)sc2c1-c1ccccc1C2	-4.4

The whole of this part, repeating the preview:
SMILES	Dicer inh
CC1=CC(C)(C)NC(=S)N1c1ccc(Cl)cc1	-1.1
COc1cc(OC)c(NC(=O)C(Sc2ccccc2N)c2ccccc2)cc1Cl (stereo not drawn)	0.24
CCOC(=O)c1c(N)sc2c1-c1ccccc1C2	-4.4
CC(C)c1ccc2c(c1)c(SC(C)(C)C)c(CC(C)(C)C(=O)O)n2Cc1ccc(Cl)cc1	-1.4
O=C(Nc1ccc(F)cc1)c1cccnc1Oc1ccccc1	-0.62
COc1cccc(C(=O)CC2(O)C(=O)N(C(C)C)c3ccccc32)c1 (stereo not drawn)	0.16
O=C1CC(c2ccccc2Cl)Cc2c1cnn2-c1nc2ccccc2[nH]1 (stereo not drawn)	-0.41
COc1ccc(N=C2SCC(=O)N2CCc2ccc(OC)c(OC)c2)cc1	2.3
Cc1cc(NC(=O)CC2NCCN(Cc3ccccc3)C2=O)no1 (stereo not drawn)	-0.61
O=C(CSc1ncc(-c2ccc(Cl)cc2)o1)c1ccc(Cl)cc1	-1
COc1ccc2c(c1OC)C(=O)O[C@@H]2[C@H]1c2c(cc3c(c2OC)OCO3)CCN1C	0.91
COc1cc(C(=O)O)cc(Br)c1OC	0.34
COc1ccc(-c2c(C)nn3c(N)c(-c4ccc(Cl)cc4)cnc23)cc1OC	5.5
O=C(NC(=O)c1cccc(=O)o1)Oc1ccccc1	-0.27
CCOC(=O)c1cc2ccccc2oc1=O	1.2
Cc1cccc(Oc2ccc(N)cn2)c1C	-0.63
NS(=O)(=O)c1ccc(CCn2c(-c3ccccc3)nc(=S)c3c2CCCC3)cc1	1.4
Cc1csc2c(SCC(O)C(F)(F)F)ncnc12 (stereo not drawn)	0.91
CC(C)(C)c1cn2c3ccccc3nc2n1CCO	0.87
O=c1c2cn[nH]c2[nH]c(=S)n1-c1cccc(C(F)(F)F)c1	-4.6
CCOc1ccc(C(c2c[nH]c3ccccc23)c2c[nH]c3ccccc23)cc1	3.4*
COc1ccc(/C=C/C(=O)Nc2ccccc2C(O)(Cc2ccccc2)c2ccccc2)cc1 (stereo not drawn)	-0.56
CCC(Oc1ccccc1)C(=O)Nc1nc2c(s1)C(=O)CC(C)(C)C2 (stereo not drawn)	-1.8
CCOC(=O)c1c(C)noc1-c1ccc(Br)o1	0.35
Fc1ccc(N=C/C=C/C=C/Nc2ccc(F)cc2)cc1	3.1*
CC(=O)Nc1ccc(N2C(=O)CC(Sc3nccc(C)n3)C2=O)cc1 (stereo not drawn)	-0.94
CCc1ccc(C2CC(=O)NC(SCC(=O)OC(C)C)=C2C#N)cc1 (stereo not drawn)	0.33
COc1ccc(CCNC(=S)NN)cc1OC	-0.25
CN(C)S(=O)(=O)N(CC(=O)N1CCc2ccccc2C1)c1ccccc1	0.99
CC(C)CCCC(C)C1CCC2C3CC(O)[C@@]4(O)CC(O)CCC4(C)C3CCC12C (stereo partly drawn)	-0.68

Next section; it opens with the four that closed the last part.
SMILES	Dicer inh
CCc1ccc(C2CC(=O)NC(SCC(=O)OC(C)C)=C2C#N)cc1 (stereo not drawn)	0.33
COc1ccc(CCNC(=S)NN)cc1OC	-0.25
CN(C)S(=O)(=O)N(CC(=O)N1CCc2ccccc2C1)c1ccccc1	0.99
CC(C)CCCC(C)C1CCC2C3CC(O)[C@@]4(O)CC(O)CCC4(C)C3CCC12C (stereo partly drawn)	-0.68
CN(C)/C=C(\Sc1nnc(N)s1)C(=O)Nc1ccc(F)c(F)c1F	0.03
CCCCOC(=O)C1=C(C)NC2=C(C(=O)CC(C)(C)C2)C1c1ccccn1 (stereo not drawn)	-0.12
CCCCOC(=O)Nc1nc(C)c(C(=O)OCC)s1	-0.12
COc1ccc(C(=O)CSc2nc(C)cc(C)n2)cc1C	-0.42
COc1ccc(Cl)cc1NC(=O)NNC(=O)c1cc(C)n(C(C)(C)C)n1	1
N/C(=N/O)c1cnc2n(c1=O)CCS2	-2
C=C1SC(Nc2ccc(S(=O)(=O)N3CCCCC3)cc2)=NC12CCCCC2	-0.62
Cc1ccc(S(=O)(=O)Oc2cc(=O)n(-c3ccccc3)c3c2c(=O)n(C)c(=O)n3C)cc1	-1.2
CC(=O)c1ccc2c(c1)N(CCCN1CCC(CCO)CC1)c1ccccc1S2	80
NS(=O)(=O)c1cc2c(cc1Cl)NC(CC1CCCC1)NS2(=O)=O (stereo not drawn)	-0.02
COc1ccc(-c2cc3nccc(-c4ccc5c(c4)N(C)C(=O)CO5)n3n2)cc1	0.92
Cc1ccccc1NC(=O)C(C(F)(F)F)C(F)(F)F	1.6
O=C(Nc1cncc(C#Cc2ccccc2)c1)Nc1ccccc1Cl	0.35
CCCCNC(=O)CCSc1nc(-c2ccc3c(c2)OCO3)cc(C(F)(F)F)n1	1.6
Cn1c(Oc2ccccc2Br)nc2c1c(=O)n(Cc1ccccc1)c(=O)n2C	5.6*
FC(F)(F)c1ccc(-c2n[nH]c(=S)n2Cc2ccco2)cc1	-1.4
O=C1/C(=C/c2ccc3c(c2)OCO3)CCCc2ccccc21	-1.7
FC(F)(F)c1ccc(N2CCC(n3cccc3)CC2)nc1	-1.1
CCOC(=O)c1c(NC(=O)C2Cc3ccc(C)cc3C(=O)O2)sc2c1CCCC2 (stereo not drawn)	-1.8
CSc1c(C#N)c(-c2ccc(Cl)cc2)nn1C	1.2
COc1nc2c(c(-c3c(F)cccc3Cl)c1C#N)Cc1ccccc1-2	0.66
Cc1nc2c(ncn2-c2ccccc2)c(=O)n1NC(=O)CN(Cc1ccccc1)Cc1ccccc1	-0.78
CCOC(=O)c1c(N)n(-c2ccc(C)cc2)c2nc3ccccc3nc12	-0.27
Cc1nn(-c2c(Cl)cc(C(F)(F)F)cc2Cl)c(C)c1C(=O)O	0.18
Cc1n[nH]c(C)c1Sc1ccc(Cl)cc1	-0.96
CN1CCN(C2CC(=O)N(c3ccccc3)C2=O)CC1 (stereo not drawn)	-0.96
N#CC(=C1SCCS1)c1ccc(Cl)cc1	4.7*
Cc1cc(CNC(=O)Nc2c(C)noc2C)c(C(F)(F)F)o1	0.92
CC(C)=CC(=O)Nc1nnc(SCc2nnc(-c3ccc([N+](=O)[O-])c(C)c3)o2)s1	1.4
COc1cc(C(F)(F)F)nc2ccc(C)c(NC(=O)Nc3ccc(OC(F)(F)F)cc3)c12	2.4

Sorted by SMILES length (descending): some entries from above.
SMILES	Dicer inh
Cc1ccc(S(=O)(=O)Oc2cc(=O)n(-c3ccccc3)c3c2c(=O)n(C)c(=O)n3C)cc1	-1.2
CCOC(=O)c1c(NC(=O)C2Cc3ccc(C)cc3C(=O)O2)sc2c1CCCC2 (stereo not drawn)	-1.8
FC(F)(F)c1ccc(-c2n[nH]c(=S)n2Cc2ccco2)cc1	-1.4

Next structures:
SMILES	Dicer inh
O=C1C(=O)N(c2cccnc2)C(c2ccc(Cl)cc2)/C1=C(\O)c1ccc(Cl)cc1 (stereo not drawn)	1.2
c1ccc2c(c1)NC(c1ccc3nsnc3c1)c1cccn1-2 (stereo not drawn)	0.96
Cc1cc2n(n1)C(c1cccc(Cl)c1)Nc1c(C)cccc1-2 (stereo not drawn)	6.2*
O=C(NNc1ccccn1)Nc1csnc1-c1c(Cl)cccc1Cl	0.65
O=S(=O)(NCCN1CCCC1)c1cccc2nsnc12	-0.73
CCOc1ccc(N2C(=O)C3C(C(=O)OC)=NN(C(C)=O)C3C2=O)cc1 (stereo not drawn)	2.5
Cn1c(=O)[nH]c(=O)c2c1nc(NCCc1ccccc1)n2CCO	0.28
C[C@@H]1CCN(C(=O)C(CCCN=C(N)N)NS(=O)(=O)c2cccc3c2NC[C@H](C)C3)C(C(=O)O)C1 (stereo partly drawn)	-1.8
CC(=O)N1c2ccccc2NC2=C(C(=O)CC(C)(C)C2)C1c1cccc(F)c1 (stereo not drawn)	1.5
CCCOc1cccc(C2c3c(oc4ccc(C)cc4c3=O)C(=O)N2c2ccccn2)c1 (stereo not drawn)	-0.95
CN(C)CCCN1C(=O)C(O)=C(C(=O)c2ccco2)C1c1cccc(Br)c1 (stereo not drawn)	-1.1
Cc1ccc(-n2c(C(C)(C)C)cs/c2=N/c2ccccn2)cc1C	1.5
COc1ccc(-c2csnn2)cc1S(=O)(=O)Nc1ccccc1	2.2
COc1ccc(C2Oc3ccccc3C3CC(c4ccc(C)o4)=NN32)cc1OC (stereo not drawn)	-2
Cc1cc(NC(=O)/C(C#N)=C/c2ccc(Cl)cc2Cl)no1	-0.56
CC(C)(C)NC(=O)CCSc1nc(-c2ccc3c(c2)OCO3)cc(C(F)(F)F)n1	1.2
CC(C)(C)NC(=S)Nc1ccc([N+](=O)[O-])cc1Cl	-0.48
O=C1OC2(CCCCC2)OC(=O)C1=Cc1ccoc1	2.5
Clc1ccc(-c2csc(N3CCN(c4ccc(Cl)cc4)CC3)n2)cc1	0.11
CC1(C)S[C@@H]2[C@H](NC(=O)Cc3ccccc3)C(=O)N2[C@H]1C(=O)O	0.02
CCCCc1oc2ccccc2c1C(=O)c1cc(I)c(OCCN(CC)CC)c(I)c1	0.91
S=C(N/N=C/c1ccc(Cl)c(Cl)c1)NC1CC2CCC1C2 (stereo not drawn)	-2.2
CCOC(=O)Cc1csc(NS(=O)(=O)c2ccc(C(F)(F)F)cc2)n1	0.92
O=C(c1ccco1)N1N=C2c3ccccc3CCC2C1c1ccc(F)cc1 (stereo not drawn)	2
CC(C)(C)n1cnc2cc(NCc3ccco3)ccc21	2.6
FC(F)(F)c1cc(NC(=S)NC2(Cc3ccccc3)CC2)cc(C(F)(F)F)c1	0.62
COc1ccc2c(c1)CCCC2=Nc1ccccc1C(F)(F)F	4.8*
CCOc1nc2ccccc2nc1OCC	0.29
c1ccc(-c2noc(C3CCCCC3)n2)nc1	0.95
COc1cc(C2C3=C(CC(C)(C)CC3=O)Nc3ncnn32)ccc1OCCC(C)C (stereo not drawn)	2.7

Later entries
Molecule	Dicer inh
CN1CCN(c2nc3nonc3nc2N2CCN(C)CC2)CC1	2.2
CC(C)(C)C(=O)OC/C(N)=N/OC(=O)c1ccc(Cl)cc1	-0.89
CCOC(=O)c1ccc2c(c1)CC/C(=C\c1ccc(F)cc1)C2=O	-0.93
COc1ccc(/C=N/NC(=O)c2sc(=S)n(-c3ccccc3)c2N)cc1	-0.24
CNC(=O)n1nc(C)c(Cc2csc3ccc(Cl)cc23)c1C	0.84
CC(C)S(=O)(=O)N1CCN(c2ccnc3cc(Cl)ccc23)CC1	-0.44
Cc1cc(C)cc(OCc2nc(Cc3ccc(Cl)cc3)no2)c1	-0.85
Nc1c(C(=O)NNC(=S)NCc2ccccc2)sc2nnc(-c3ccccc3)c(-c3ccccc3)c12	11
O=C(COC(=O)c1c(C(F)(F)F)cccc1C(F)(F)F)c1ccc(Cl)cc1	0.65
O=C(c1ccccc1)c1ccc(-n2cccc2)c([N+](=O)[O-])c1	0.38
CC12CN3CC(C)(CN(C1)C3c1ccc(F)cc1)C2=O (stereo not drawn)	1.8
O=C1OC(C(F)(F)F)N=C1c1ccccc1 (stereo not drawn)	0.06

Two entries picked at random from those above, as already listed:
Molecule	Dicer inh
CCOC(=O)Cc1csc(NS(=O)(=O)c2ccc(C(F)(F)F)cc2)n1	0.92
CC(C)(C)c1cn2c3ccccc3nc2n1CCO	0.87

The listing continues:
Molecule	Dicer inh
CCCS(=O)(=O)c1c(C)c(C)n(Cc2ccc(C(F)(F)F)cc2)c1N	-2.1
Cn1c2c(c(=O)[nH]c1=O)C(c1ccc(Br)cc1)C1=C(N2)c2ccccc2C1=O (stereo not drawn)	1.2
N#C/C=C/c1ccc(Br)cc1C(F)(F)F	-0.24
COc1ccc(OC)c(S(=O)(=O)Nc2cc(Cl)c3oc(=O)sc3c2)c1	-0.17
CCCc1cc(=O)oc2cc(OCC(=O)O)ccc12	1.1
C[N+](C)(C)CCO	-0.66
O=C(Nc1nnc(Sc2ccnc3cc(Cl)ccc23)s1)c1cccnc1Oc1ccccc1	0.44
O=C(O)C(c1ccccc1)C(c1ccccc1)c1ccccc1 (stereo not drawn)	-0.32
N#Cc1c(-c2cccs2)oc(N)c1-c1ccc(Cl)cc1Cl	2.2
COc1cc(OC)cc(-c2nc3n(n2)C(c2ccncc2)C2=C(CC(C)(C)CC2=O)N3)c1 (stereo not drawn)	-1.2
O=C1CSCN1Cc1c(Cl)cccc1Cl	0.28
NC(=S)Nc1ccc(C2CCCCC2)cc1	1

(further entries)
Molecule	Dicer inh
COc1ccc2[nH]c(=O)c(-c3noc(-c4ccccc4Br)n3)cc2c1	-0.24
COCCCNC(=O)c1sc2cc(Cl)ccc2c1Cl	0.13
O=C(NCCCN1CCN(Cc2c(F)cccc2Cl)CC1)c1cn2cc(C(F)(F)F)cc(Cl)c2n1	-0.04
CCOC(=O)c1sc(SCCS(=O)(=O)c2ccc(Cl)cc2)c(C#N)c1-c1ccccc1	1.1
Cc1nc(S(=O)(=O)N(C)C2CCCCC2)cn1C	-0.92
CCC(C)[C@H](NC(=O)OC(C)(C)c1cc(OC)cc(OC)c1)C(=O)O (stereo partly drawn)	0.08
NC(=O)C1=CN(C(=O)Nc2ccc(Cl)cc2)CCC1C(F)(F)F (stereo not drawn)	-1.7
CCCCCNc1nc(-c2ccco2)c2c(c1C#N)CCCC2	0.19
COc1ccc(-n2ncc(NC(=O)NCc3cccs3)c2C)cc1	1.9
CCOC(=O)C1=C(C)NC2=C(C(=O)CC(C)(C)C2)C1c1cc(Br)c(O)c(OCC)c1 (stereo not drawn)	1
O=C(/C=C/c1ccccc1)Nc1ccc(Oc2ccccc2F)nc1	-1.1
CN(C)c1ccsc1C(=O)NNS(=O)(=O)c1cc(C(F)(F)F)cc(C(F)(F)F)c1	0.8
CCO/C(C)=N\OC(=O)c1c(-c2c(F)cccc2Cl)noc1C	-0.44
Cc1ccc(-c2ccc(CCC(=O)O)n2Cc2ccco2)cc1	-0.12
COc1cccc(CNCCSc2nnnn2C)c1OCc1ccccc1F	0.43

The list is partial, so the mix of outcomes need not match the whole.
